WT yeast gro inh – growth inhibition of WT strain, primary screen, mitochondrial fusion inhibitor project, WT and mutant strains, chemical genetic | mitochondrial fusion phenotypic screen | inhibition, % at 10 µM | AID 1362, 2008 | 190,000 tested, 2.1% active; in the data active means inhibition above about 58%; tested in S. cerevisiae
LYP inhibition – inhibitors of LYP phosphatase, biochemical, fluorescence intensity, uHTS (AID 1779); Tyrosine-protein phosphatase non-receptor type 22 (Homo sapiens); recombinant LYP phosphatase, fluorescence intensity; higher % means a stronger effect; inhibition, % at 11.5 µM, or IC50 in µM where a hit was titrated; 290,000 tested, 0.054% active;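 further: plate controls were vehicle with enzyme for no effect and no enzyme for full effect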
P. falciparum M1AAP – P. falciparum M1AAP inhibitors, biochemical, fluorogenic H-Leu-NHMec substrate, 1536-well (AID 1445). recombinant M1AAP, H-Leu-NHMec fluorogenic kinetic assay; higher % means a stronger effect. one-dose inhibition, % at 30 µM; IC50 in µM for titrated hits. 220,000 tested, 0.42% active;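 active means primary inhibition above the hit cutoff, then over 50% inhibition at one or more dose response concentrations, cut at about 23% in these data, passing the limit was not always enough; inconclusive means conflicting primary data, or primary hits not chosen for dose response; inactive means low primary inhibition, or under 50% at every dose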;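 further: plate controls were DMSO full reaction for no effect and no enzyme background for full effect; strong numbers were not always called active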
human PMI inhibitors – human PMI inhibitors, high substrate, primary screen, biochemical, fluorescence intensity, high mannose 6-phosphate (AID 1220); Mannose-6-phosphate isomerase (Homo sapiens); recombinant PMI enzyme, coupled fluorescence intensity; higher % means a stronger effect; inhibition, % at 20 µM; hits with a dose series show IC50 in µM; 190,000 tested, 0.66% active
P. falciparum M17LAP – P. falciparum M17LAP inhibitors, primary screen, biochemical, fluorogenic H-Leu-NHMec substrate, 1536-well (AID 1619); Leucine aminopeptidase (Plasmodium falciparum (isolate 3D7)); inhibition, % at 30 µM, or IC50 in µM where a hit was titrated; 220,000 tested, 0.38% active; recombinant M17LAP, H-Leu-NHMec fluorogenic kinetic assay; higher % means a stronger effect;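 active means compound inhibiting the enzyme by more than half at any dose during confirmatory dose-response retesting; inconclusive means strong single-dose inhibitors picked by rank but not retested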;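 further: plate controls were full reaction with DMSO carrier for no effect and no enzyme background for full effect; strong numbers were not always called active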
Yfh1-depleted yeast – enhancers of respiration in Yfh1-depleted yeast, dose response, Friedreich's ataxia, plus single-dose screen (AID 1465); S. cerevisiae Yfh1-off respiration, WST-1 reduction, 72 h; higher fold induction means a stronger effect; fold induction at 50 µM; hits with a dose series show EC50 in µM; 220,000 tested, 0.074% active;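 active means fold induction of absorbance versus untreated yeast above a set limit, then at least 30% activation at any dose in follow-up; inconclusive means repeats straddling the limit, or above it without dose testing; inactive means fold induction below the set limit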;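 further: activators that raise dye reduction in frataxin-depleted yeast; strong numbers were not always called active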
XIAP antagonists – XIAP antagonists, biochemical, IAP family, fluorescence polarization (AID 1018) | 200,000 tested, 0.007% active | XIAP BIR domain, fluorescence polarization peptide displacement; higher % means a stronger effect | displacement, % at 20 µM, or IC50 in µM where a hit was titrated; in the data active means displacement above about 50%; further: a part of the inactive calls stands beside numbers as strong as those of hits
PMI inhibitors – inhibitors of human PMI, primary screen, biochemical, fluorescence intensity, coupled assay (AID 1209). one-dose inhibition, % at 20 µM; IC50 in µM for titrated hits. purified PMI enzyme, coupled fluorescence intensity; higher % means a stronger effect. 190,000 tested, 0.42% active. Mannose-6-phosphate isomerase (Homo sapiens);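 further: plate controls were DMSO vehicle for no effect and wells lacking substrate for full effect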
TNAP activators – human TNAP enzyme activators, primary screen, biochemical, luminescent, no phosphate acceptor, uHTS (AID 1001). purified TNAP, luminescent activation assay, no phosphate acceptor; higher activation fold means a stronger effect. 200,000 tested, 0.03% active. activation fold at 20 µM, or EC50 in µM where a hit was titrated. Alkaline phosphatase, tissue-nonspecific isozyme (Homo sapiens); in the data active means activation fold from about 3, or a potency from the dose series; inactive means the rest, 99 in 100 with activation fold below about 1.6; further: many of its hits are not listed in these tables
WT yeast gro inh mutant strain – recorded beside WT yeast gro inh, whose call it bears; inhibition, %; mitochondrial fusion phenotypic screen, mutant strain inhibition
* hit, by the source's call; i = inactive; u = inconclusive; x = no result given. Unless noted, no stated cut-off is given here; in the data, active means inhibition above about 50%; inactive means the rest.

SMILES	WT yeast gro inh	WT yeast gro inh mutant strain	LYP inhibition	P. falciparum M1AAP	human PMI inhibitors	P. falciparum M17LAP	Yfh1-depleted yeast	XIAP antagonists	PMI inhibitors	TNAP activators
Cc1ccnc(N2CCC(C(=O)NCc3ccc(F)cc3)CC2)n1	-8	-14	-7%	10%	-3%	-4%	i	-0.5%	0%	1.1
NS(=O)(=O)c1ccc(Nc2nc(-c3ccccc3)cs2)cc1	3	-3	-7%	-2%	3%	4%	i	-2.8%	3%	1
CCn1cc(Br)c(C(=O)NCc2ccco2)n1	7	15	0%	2%	-4%	3%	i	-2.2%	6%	1.1
Cn1c(N)c(C(=O)COc2ccc(Cl)cc2Cl)c(=O)n(C)c1=O	-8	-25	-4%	11%	1%	35%	i	-7.0%	-2%	1.1
CCCN1CCC(N2CCCC(C(=O)O)C2)CC1 (stereo not given)	5	0	-5%	-14%	-24%	-11%	i	-2.3%	-26%	1.1
O=C(/C=C/c1ccccc1)n1cnnc1SC/C=C/c1ccccc1	3	15	-3%	11%	8%	30%	i	-14%	10%	1.1
CSCCC1NC(=O)N(CC(=O)Nc2ccc(Br)cc2Br)C1=O (stereo not given)	x	x	-7%	3%	x	4%	i	x	x	x
Cc1cc(=O)n2nc(N3CCCC(C(=O)NCCc4ccccc4)C3)sc2n1 (stereo not given)	20	2	-6%	10%	4%	-14%	i	2.1%	11%	1.1
Cn1c(=O)c2cc(S(=O)(=O)N3CCN(c4cccc(C(F)(F)F)c4)CC3)ccc2n(C)c1=O	-1	-8	-3%	-3%	-3%	0%	x	-3.3%	-3%	1
CCCCCCCCNC(=S)NCCN1CCCCC1	42	31	-1%	0%	-6%	2%	i	-1.1%	-4%	1
COc1ccc(S(=O)(=O)N(C)CC(=O)N2CCOCC2)cc1Cl	-1	-2	-12%	u	-17%	20%	i	-7.8%	-11%	1
Cc1ccc(SC(C)C(=O)NCc2ccc(F)cc2)cc1 (stereo not given)	4	3	-4%	-7%	-6%	4%	i	-4.2%	-1%	1.1
CCOC(=O)c1c(CN(CC)CC)n(C)c2cc(Br)c(O)cc12	x	x	-2%	11%	x	5%	i	x	x	x
CCOc1ncccc1C(=O)OCC(=O)NC(=O)NC(C)C	-11	17	-2%	-1%	-11%	-5%	i	-0.9%	-3%	1.1
O=C(NCc1ccco1)/C(=C/c1ccco1)NC(=O)c1ccc(Br)o1	-8	-3	1%	14%	-6%	26%	i	-4.0%	-27%	1.2
Cc1ccc(NC(=O)OCCNC(=O)OC(C)C)cc1	7	8	-9%	1%	0%	-4%	i	-5.0%	-2%	1.1
CCCc1nc(NC2CCCCC2)c(C#N)c2c1COC(C)(C)C2	-3	-4	-1%	10%	1%	12%	i	-2.8%	-2%	1.1
N#Cc1nc(-c2cccs2)oc1N1CCN(c2ccccc2)CC1	4	2	-3%	3%	12%	-4%	i	-7.1%	13%	1.1
O=C(NC1CC1)c1ccc(C2SCC(=O)N2Cc2ccccc2)cc1 (stereo not given)	-17	0	2%	-4%	1%	2%	i	-0.6%	-2%	1.1
Cc1cc(S(=O)(=O)N(Cc2ccc(C(C)(C)C)cc2)Cc2cccs2)ccc1-n1cnnn1	35	7	6%	1%	6%	11%	i	-6.0%	18%	0.8
COc1c(C(C)C)oc2cc3oc(=O)ccc3cc12	-3	-10	-2%	5%	-3%	0%	i	-2.7%	0%	1.1
Cc1ccc(-c2cc(C(=O)Nc3cnn(C(C)C)c3)no2)cc1	-1	-5	-1%	8%	-6%	0%	i	-8.5%	-4%	1
CN(C)CCCN1C(=O)C(=O)/C(=C(/O)c2ccc(OCc3ccccc3)cc2)C1c1cccnc1 (stereo not given)	x	x	-5%	x	1%	x	x	-4.5%	-2%	1.2
S=c1[nH]nc(/C=C/c2ccccc2)o1	-15	-6	-2%	11%	-27%	9%	i	1.5%	-34%	1
O=S1(=O)CC2N=C(N(Cc3ccc(F)cc3Cl)c3ccccc3F)SC2C1 (stereo not given)	-18	2	-6%	4%	-8%	0%	i	-9.8%	2%	1

Brought forward from above: three compounds; new compounds follow.
SMILES	WT yeast gro inh	WT yeast gro inh mutant strain	LYP inhibition	P. falciparum M1AAP	human PMI inhibitors	P. falciparum M17LAP	Yfh1-depleted yeast	XIAP antagonists	PMI inhibitors	TNAP activators
CN(C)CCCN1C(=O)C(=O)/C(=C(/O)c2ccc(OCc3ccccc3)cc2)C1c1cccnc1 (stereo not given)	x	x	-5%	x	1%	x	x	-4.5%	-2%	1.2
S=c1[nH]nc(/C=C/c2ccccc2)o1	-15	-6	-2%	11%	-27%	9%	i	1.5%	-34%	1
O=S1(=O)CC2N=C(N(Cc3ccc(F)cc3Cl)c3ccccc3F)SC2C1 (stereo not given)	-18	2	-6%	4%	-8%	0%	i	-9.8%	2%	1
CN(C)S(=O)(=O)c1cccc(NC(=O)CCc2c[nH]c3ccccc23)c1	0	9	-4%	5%	-2%	0%	i	-12%	5%	1
CC1CCCCC1NC(=O)c1ccc(S(=O)(=O)NCC2CCCO2)cc1 (stereo not given)	9	4	-5%	-4%	6%	12%	i	-20%	1%	1
CC1CC(C)(C)N2C(=O)C(=C(C#N)C#N)c3cccc1c32 (stereo not given)	x	x	-8%	13%	x	3%	i	x	x	x
C=CCN(c1ccc(C(=O)Nc2ccc(C)c(C)c2)cc1)S(C)(=O)=O	-25	8	-5%	-3%	8%	-23%	i	-1.1%	12%	1
COC(=O)/C(=C1/Oc2ccc(C)cc2S1)C(F)(F)F	-3	-3	-5%	-1%	1%	15%	i	-6.9%	14%	1.2
O=C(CSc1ncnc2c1cnn2CCO)Nc1cccc(C(F)(F)F)c1	2	-5	-6%	6%	-7%	19%	i	3.5%	-7%	1.1
CCOc1ncccc1C(=O)OCC(=O)Nc1c(C)cc(C)cc1C	-7	8	-8%	-6%	-11%	-5%	i	-3.7%	-1%	1
O=C(NCc1cccc(Cl)c1)c1cc(COc2ccc3ncccc3c2)on1	42	13	-8%	4%	25%	10%	i	-5.6%	27%	1.1
Cc1cc(C)nc(N2CCC(C(=O)Nc3ccc(Oc4ccccc4)cc3)CC2)n1	18	10	-10%	8%	6%	6%	i	-4.9%	1%	1.1
CCOc1ccccc1NS(=O)(=O)N(C)C	4	3	-10%	4%	-9%	-5%	i	-1.5%	-10%	1.1
COC(=O)C(F)(Sc1c(C)n(C)n(-c2ccccc2)c1=O)C(F)(F)F (stereo not given)	5	16	-3%	6%	7%	8%	i	-4.7%	10%	1.1
CCCCn1c(NCc2ccccc2O)nc2ccccc21	6	2	-4%	8%	14%	7%	i	-2.0%	10%	1.3
COc1ccccc1C/C(N)=N/OC(=O)COc1ccc2ccccc2c1	16	2	-3%	2%	-2%	-8%	i	-3.4%	-1%	1.1
CCc1ccc(CN(C)Cc2nc(COc3ccccc3)no2)nc1	-3	11	-8%	2%	4%	10%	i	-5.0%	5%	1.1
O=C(Cn1cccc1C(=O)c1ccccc1)NCCC1=CCCCC1	6	10	-4%	11%	-10%	6%	i	-10%	-8%	1.1
Cc1cc(C)c(S(C)(=O)=O)c(N(C)NC(=O)c2c(F)cccc2F)n1	-19	-20	-2%	4%	10%	1%	i	-11%	-2%	1
O=C(O)c1csc(-c2ccccc2)n1	x	x	-6%	-1%	x	17%	i	x	x	x
O=C(Nc1ccccc1Cl)N(Cc1nc2ccccc2c(=O)[nH]1)Cc1cccs1	-8	5	2%	2%	-6%	-13%	i	-1.9%	2%	1.2
COc1ccc(S(=O)(=O)NCCCCC(=O)O)cc1C(=O)O	-6	0	-2%	4%	0%	3%	i	-4.4%	0%	1.2
Cc1oc2cc(OCc3cnn(-c4ccccc4)c3)ccc2c(=O)c1Oc1ccccc1F	4	17	-2%	-1%	0%	-3%	i	-5.2%	17%	1.1
O/N=C1\CCCc2c1nc(-c1ccccc1F)n2O	x	x	-7%	5%	x	3%	i	x	x	x
Cc1cc(C)c2c(n1)sc1c(=O)n(Cc3ccc(F)cc3)cnc12	x	x	-4%	0%	x	4%	i	x	x	x
O=S(NCc1ccco1)C12CC3CC(CC(C3)C1)C2 (stereo not given)	22	8	-3%	-6%	-105%	-9%	i	-20%	-46%	1
CCCSc1nnc(CN2CCOCC2)n1C	-6	-3	-6%	-4%	3%	-6%	i	1.3%	8%	1.1
O=C(NCCN1CCOCC1)Nc1ccc(Cl)cc1	-5	-27	-15%	-2%	7%	4%	i	-1.7%	3%	1.1
Carrying on.
SMILES	WT yeast gro inh	WT yeast gro inh mutant strain	LYP inhibition	P. falciparum M1AAP	human PMI inhibitors	P. falciparum M17LAP	Yfh1-depleted yeast	XIAP antagonists	PMI inhibitors	TNAP activators
COC(=O)c1c(NC(=O)CN2CCC3(O)CCCCC3C2c2ccccc2OC)sc(C)c1C (stereo not given)	73*	11*	0%	5%	16%	-1%	i	2.8%	16%	1.1
COc1cc([C@@H]2c3cc4c(cc3[C@@H](O)[C@@H](CO)[C@@H]2CO)OCO4)cc(OC)c1O[Si](C)(C)C(C)(C)C	x	x	13%	-4%	x	-1%	i	x	x	x
CC(C)C(=O)Nc1ccc(NC(=S)NC(=O)c2cc3ccccc3o2)cc1	-1	0	-3%	-2%	0%	-4%	i	-2.0%	0%	1.1
COc1ccccc1S(=O)(=O)Nc1cccc(-c2nnc3n2CCCCC3)c1	-14	-12	-8%	0%	6%	-6%	i	-6.6%	-1%	1
COc1ccc(C2CC(c3ccccc3)=NN2c2ccc(Cl)c(C(=O)O)c2)cc1 (stereo not given)	11	9	-8%	u	-5%	-34%	i	-6.8%	-18%	1.2
Cc1cc(C)cc(C(=O)N2CC(C)SC2=Nc2cccc(S(=O)(=O)N(C)C)c2)c1 (stereo not given)	-6	-3	-4%	0%	8%	0%	i	-11%	18%	1.1
S=C(c1cn(Cc2ccccc2)c2ccccc12)N1CCOCC1	30	7	-2%	1%	7%	-7%	i	-4.4%	4%	1
O=C(CN(c1ccccc1)S(=O)(=O)c1ccccc1)N1CCOCC1	-5	-4	-5%	13%	0%	12%	i	-15%	2%	1.1
c1ccc(-c2csc(-c3ccncc3)n2)cc1	7	-5	-5%	8%	x	8%	i	-7.1%	x	1.1
Cc1cc(C)c(S(C)(=O)=O)c(S(=O)(=O)c2ccc(Cl)cc2)n1	-12	-11	0%	10%	-5%	-2%	i	-4.0%	-3%	1.1
Nc1c(C(=O)NCCN2CCOCC2)c2nc3ccccc3nc2n1CCc1ccccc1F	2	6	-5%	19%	4%	-43%	i	-3.0%	20%	1.1
O=C(CC(C(=O)O)c1ccccc1)Nc1cccc2ccccc12 (stereo not given)	-12	-26	0%	1%	9%	12%	i	2.2%	-7%	1
C=CCN(C(=O)CSc1nc2ccsc2c(=O)n1Cc1ccccn1)c1ccccc1	-9	-17	-2%	13%	3%	0%	i	-14%	4%	1
CSCCC(NS(=O)(=O)c1cccs1)C(=O)NCc1ccccc1 (stereo not given)	-6	-15	2%	4%	4%	-1%	i	-1.9%	0%	1.1

Compound activity: PubChem, several laboratories
